Assay outcomes (PubChem BioAssay)
IDH1 R132H inh: qHTS for Inhibitors of mutant isocitrate dehydrogenase 1 (IDH1): qHTS; Isocitrate dehydrogenase [NADP] cytoplasmic (Homo sapiens), O75874; IDH1-R132H enzyme, NADPH consumption, diaphorase/resazurin fluorescence; Potency, µM (series often up to 76.6 µM), without a hit: top-dose activity change, negative = inhibition, actives largely listed as inhibitors; hit rate 0.093% among 390,000; note: potency is the fitted concentration of half-maximal effect; % is set by controls: 0 for no effect and ±100 for the full control effect; nearly all actives have a fitted effect of over 65% in size
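IDH1-R132H (0.5 ug/mL dispensed) in pH 7.5 Tris buffer was preincubated 30 min with compound, then given a substrate mix of 0.016 mM NADPH and 2 mM alpha-KG for 80 min at room temperature; remaining NADPH was read by diaphorase/resazurin fluorescence.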
TrxR1 substrate: qHTS Assay for Substrates of Mammalian Selenoprotein Thioredoxin Reductase 1 (TrxR1): qHTS; purified TrxR1 substrate turnover, NADPH consumption readout; Potency, µM (top dose mostly 114 µM), inactives show at the highest dose activity change, negative = substrate turnover; hit rate 0.01% among 390,000; AID 588456, 2011; note: potency is the fitted concentration of half-maximal effect; % is set by controls: 0 for no effect and ±100 for the full control effect; nearly all actives have a fitted effect of over 50% in size
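Rat TrxR1, dispensed at 90 nM, was prereduced with 400 uM NADPH (final) for 5 min at ~22 deg C, then incubated with compound 15 min before 400 uM selenite. A first-read NADPH fluorescence drop versus no-compound background flagged substrates.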
TrxR1 inh: qHTS Assay for Inhibitors of Mammalian Selenoprotein Thioredoxin Reductase 1 (TrxR1): qHTS. hit rate 1% among 390,000. Potency, µM (series often up to 114 µM), for the others: at the top dose activity change, negative = inhibition, usual class: inhibitors. Thioredoxin reductase 1, cytoplasmic (Rattus norvegicus), O89049. recombinant rTrxR1, NADPH fluorescence consumption, selenite substrate. AID 588453, 2011; note: potency is the fitted concentration of half-maximal effect; % is set by controls: 0 for no effect and ±100 for the full control effect; nearly all actives have a fitted effect of over 65% in size
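Rat TrxR1 (90 nM in the dispensed reagent) was pre-reduced with 400 uM NADPH for 5 min at room temperature, then incubated with compound for 15 min. After 400 uM selenite was added, NADPH fluorescence (Ex 340/Em 450 nm) was followed for 8 min.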
Glioma ERSR ind: qHTS for Inducers of the Endoplasmic Reticulum Stress Response (ERSR) in Human Glioma: qHTS; U87-MG GRP78 promoter luciferase reporter, 16 h; Potency, µM, inactives show top-dose activation, hits mostly activators; hit rate 0.02% among 420,000; AID 602332, 2012; note: potency is the fitted concentration of half-maximal effect; series mostly up to about 76 µM; % of control where 0% means no effect; nearly all actives have a fitted effect of over 35% in size
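Stably transfected U87-MG human glioma cells carrying a GRP78-based luminescent sensor were seeded at 1000 cells/well, pin-dosed with compounds and incubated 16 h. Luciferase reagent was then added, and end-point luminescence was read after 10 min at room temperature.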
LDHA block: qHTS assay for inhibitors of human lactate dehydrogenase. L-lactate dehydrogenase A chain (Homo sapiens), P00338. purified LDHA, NADH/diaphorase-resazurin fluorescence; hits give low values. activity change, % (values are at about 110 or 230 µM). hit rate 0.15% among 480,000. AID 1347041, 2019; in the data active = activity change below about -30%; inconclusive = mostly about -25% to -30%;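 note: plate controls were DMSO wells for no effect and wells without enzyme for full effect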
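Human LDH5 (2 nM) was incubated with 0.06 mM NADH and 0.2 mM pyruvate for 5 min at room temperature in Tris pH 7.4. Remaining NADH was coupled through diaphorase/resazurin, and resorufin fluorescence was read at 0 and 20 min.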
USP1-UAF1 inh: Inhibitors of USP1/UAF1: Primary Screen; Ubiquitin carboxyl-terminal hydrolase 1 (Homo sapiens), O94782; recombinant USP1/UAF1, Ub-Rhodamine cleavage fluorescence; Potency, µM (top dose mostly 57.1 µM), inactives show at the highest dose activity change, negative = inhibition, actives largely listed as inhibitors; hit rate 0.23% among 390,000; AID 743255, 2014; note: potency is the fitted concentration of half-maximal effect; % is set by controls: 0 for no effect and ±100 for the full control effect; nearly all actives have a fitted effect of over 60% in size; inactives centre near -12
Target sequence (O94782 whole entry, looked up): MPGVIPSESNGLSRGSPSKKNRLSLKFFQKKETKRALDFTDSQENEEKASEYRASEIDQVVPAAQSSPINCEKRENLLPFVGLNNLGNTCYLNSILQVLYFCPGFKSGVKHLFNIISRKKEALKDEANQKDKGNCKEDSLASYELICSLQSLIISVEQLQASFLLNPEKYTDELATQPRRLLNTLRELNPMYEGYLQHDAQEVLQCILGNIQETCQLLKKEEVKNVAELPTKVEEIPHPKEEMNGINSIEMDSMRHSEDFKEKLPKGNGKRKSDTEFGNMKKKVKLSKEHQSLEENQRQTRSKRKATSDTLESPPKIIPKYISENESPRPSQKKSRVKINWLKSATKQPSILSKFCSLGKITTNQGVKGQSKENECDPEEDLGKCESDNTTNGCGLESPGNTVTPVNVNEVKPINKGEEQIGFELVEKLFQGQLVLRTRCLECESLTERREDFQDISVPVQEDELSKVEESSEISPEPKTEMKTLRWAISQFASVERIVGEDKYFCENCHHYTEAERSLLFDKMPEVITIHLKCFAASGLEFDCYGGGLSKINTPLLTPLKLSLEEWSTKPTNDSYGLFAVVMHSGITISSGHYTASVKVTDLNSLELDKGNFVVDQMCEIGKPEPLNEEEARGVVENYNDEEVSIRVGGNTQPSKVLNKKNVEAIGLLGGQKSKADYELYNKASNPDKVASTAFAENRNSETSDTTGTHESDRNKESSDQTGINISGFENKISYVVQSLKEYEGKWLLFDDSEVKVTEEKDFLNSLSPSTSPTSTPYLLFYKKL
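In this screen, compounds sit with the deubiquitinase complex (1nM) for 15 min at room temperature before Ub-Rho is added at 150nM final. Fluorescence rise is then followed for 6 reads every 60 seconds.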
Vif-APOBEC3F blk: qHTS for Inhibitors of Vif-A3F Interactions: qHTS; Potency, µM (doses to about 46.1 µM), without a hit: at the highest dose activity, negative = active; HeLa A3F-eYFP + Vif (tagged APOBEC3F with the HIV-1 protein that degrades it), YFP fluorescence increase; hit rate 0.2% among 390,000; AID 602313, 2012; note: potency is the fitted concentration of half-maximal effect; % of control where 0% means no effect; nearly all actives have a fitted effect of over 65% in size
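HeLa cells stably expressing Vif plus C-terminally eYFP-tagged A3F were seeded, incubated overnight at 37 deg C, dosed with compound, incubated overnight again at 37 deg C. Yellow fluorescence (Ex 488/Em 500-530) reported blocked Vif-mediated A3F-eYFP degradation.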
RGS4 inh: Inhibitors of Regulator of G Protein Signaling (RGS) 4: qHTS; Potency, µM (highest dose often 114 µM), for the others: top-dose activity change, negative = inhibition, usual class: inhibitors; Transcreener GDP fluorescence polarization, RGS4-accelerated GTP hydrolysis; hit rate 0.039% among 390,000; note: potency is the fitted concentration of half-maximal effect; % is set by controls: 0 for no effect and ±100 for the full control effect; nearly all actives have a fitted effect of over 75% in size; some results filed as inactive show a strong effect at the top dose
Target sequence (P49798 whole entry, looked up): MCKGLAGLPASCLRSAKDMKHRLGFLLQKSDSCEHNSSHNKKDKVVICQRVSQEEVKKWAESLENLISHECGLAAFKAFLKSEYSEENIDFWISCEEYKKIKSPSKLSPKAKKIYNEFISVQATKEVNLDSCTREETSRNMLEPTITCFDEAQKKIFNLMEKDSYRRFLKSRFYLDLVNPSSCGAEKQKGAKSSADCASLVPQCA
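MLSMR compounds (23 nl, pin-transferred) preincubated 10 min at room temperature with a 500nM (2x) first reagent, then RGS4 at 900nM (2x) plus Transcreener GDP mix added; fluorescence polarization (620/688 nm) read before and after 90 min at 30 °C.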
Vif-A3G inh: qHTS for Inhibitors of Vif-A3G Interactions: qHTS; DNA dC->dU-editing enzyme APOBEC-3G (Homo sapiens), Q9HC16; HeLa A3G-eYFP + Vif (tagged APOBEC3G with the HIV-1 protein that degrades it), YFP fluorescence, overnight; Potency, µM (top dose mostly 46.1 µM), without a hit: at the highest dose activity, negative = active, actives largely listed as inhibitors; hit rate 0.076% among 410,000; AID 602310, 2012;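 note: potency is the fitted concentration of half-maximal effect; % is set by controls: 0 for no effect and ±100 for the full control effect; nearly all actives have a fitted effect of over 60% in size; hits raise eYFP signal because A3G escapes Vif-driven loss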
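Read-out is eYFP fluorescence (Ex 488/Em 500-530) from Vif-expressing HeLa A3G-eYFP cells; more signal means A3G escaped Vif-mediated degradation. Cells plated overnight, compound pinned in, incubated overnight at 37 deg C.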
The depositor's hits bear a star; ? = inconclusive; / = not tested or not shown; [ ] = remark or other dose. Unless noted, calls come from the whole dose curve; as a rule, active = well fitted curve in the direction sought with a large enough effect; inconclusive = small, poorly fitted or top-dose-only effect, or another doubt; inactive = no such curve, though single readings can be large; an effect the other way counts as inactive or inconclusive. This is a subset, so the mix of outcomes need not match the whole.

SMILES | IDH1 R132H inh | TrxR1 substrate | TrxR1 inh | Glioma ERSR ind | LDHA block | USP1-UAF1 inh | Vif-APOBEC3F blk | RGS4 inh | Vif-A3G inh
C#CCOCCOCCOCCNc1nc(N2CCN(C(=O)C([C@@H](C)CC)n3cc(C(N)Cc4ccc(O)cc4)nn3)CC2)nc(N2CCN(C(=O)[C@H](CCC(=O)O)n3cc(C(N)CC(C)C)nn3)CC2)n1 (stereo partly drawn) | 7.3% | 1.9% | 11.1% | -3.4% | 3.0 | ? | 0.3% | -9.7% | -0.7%
O=C(CN1C(=O)NC2(CCCC2)C1=O)Nc1ccccc1F | -4.2% | -2.9% | 8.0% | -4.9% | -8.7 | 9.6% | -27.7% | 12.2% | 3.0%
Cc1cc(NS(=O)(=O)c2ccc(Cl)cc2)nn1CC(=O)NCc1ccco1 | 5.2% | 12.2%[57.1 µM] | -22.3% | -3.4% | -4.5 | -12.2% | -11.7% | 14.4% | -3.0%
COc1ccccc1CNC(=O)COC(=O)CSc1ccc(F)cc1 | 3.0% | 2.2% | 18.8% | -2.1% | -8.0 | -2.0% | 7.5% | -7.9% | 0.2%
O=C(NCc1ccccc1Cl)c1ccc(S(=O)(=O)N2CCCC2)cc1 | -1.4% | -17.6% | -16.4% | -3.5% | -2.8 | -2.9% | -0.1% | 5.0% | 2.0%
CCNc1nc(NC(C)C)nc(N(n2cnnc2)S(=O)(=O)c2ccc(C)cc2)n1 | 3.6% | -4.7% | 5.6% | -4.3% | -0.2 | -15.8% | -3.6% | -4.0% | 1.0%
CCC(=O)Nc1cccc(-n2nnnc2SCC(=O)NCc2ccco2)c1 | -6.6% | 0.5% | -4.5% | 3.7% | -7.4 | -9.9% | 5.7% | -5.3% | 0.3%
CCC(C)(C)NC(=O)C1CCN(S(=O)(=O)c2cccs2)CC1 | -4.1% | -1.5%[57.1 µM] | -0.7%[57.1 µM] | -2.8% | -20.3 | -16.2% | 4.7% | 9.5% | -1.0%
CCOc1ccc(OCC)c(NC(=O)Cn2nc(CC)n3c(cc4sccc43)c2=O)c1 | -12.4% | 2.9% | 25.7% | -4.1% | 1.3 | 5.5% | -7.4% | 13.1% | 4.8%
N#C/C(=C\C1=C(N2CCOCC2)C(=C\c2ccccc2)/CC1)C(=O)Nc1ccccc1F | 0.0% | -13.9% | ? | -5.4% | 0.6 | ? | -21.5% | -24.9%[11.4 µM] | -15.6%
Cc1nn(-c2ccccc2)c(C)c1C(=O)OCC(=O)Nc1cccc(S(N)(=O)=O)c1 | -0.3% | -2.6% | 19.9% | 4.5% | -4.6 | -14.0% | -4.0% | -4.1% | -2.4%
Cc1ccc(CNC(=O)C(C)n2c(=O)cc(-c3ccccc3)c3c(C)nn(C)c32)cc1 (stereo not drawn) | -11.1% | 1.9%[57.1 µM] | 10.6%[57.1 µM] | -5.3% | 3.7 | -22.0% | -0.4% | 2.1% | -0.5%
O=C1S/C(=C/c2ccc(N3CCOCC3)o2)C(=O)N1Cc1ccc(F)cc1 | 12.7% | -4.3% | 8.91µM* | 0.2% | 13.9 | 14.1µM* | ? | ? | ?
CCOc1ccccc1N1CCN(C(=O)NC2CCCCC2)CC1 | 2.1% | 3.7% | 30.0% | -2.6% | -2.3 | -6.8% | 1.6% | 30.1% | -0.3%
C=CCN(C(=O)Nc1ccc2oc(C)nc2c1)c1ccccc1 | 8.3% | 7.2% | -1.7% | 0.5% | 29.0 | -14.2% | / | ? | 0.9%

Part of the list above, limited to Glioma ERSR ind and Vif-A3G inh.
| Compound | Glioma ERSR ind | Vif-A3G inh |
| --- | --- | --- |
| Cc1cc(NS(=O)(=O)c2ccc(Cl)cc2)nn1CC(=O)NCc1ccco1 | -3.4% | -3.0% |
| CCOc1ccccc1N1CCN(C(=O)NC2CCCCC2)CC1 | -2.6% | -0.3% |

Remaining list, next part:
SMILES | IDH1 R132H inh | TrxR1 substrate | TrxR1 inh | Glioma ERSR ind | LDHA block | USP1-UAF1 inh | Vif-APOBEC3F blk | RGS4 inh | Vif-A3G inh
O=C(CCC1CCCN(C(=O)c2ccc3cc[nH]c3c2)C1)N1CCN(c2ccccn2)CC1 (stereo not drawn) | 9.0% | 10.3% | 16.6% | -2.0% | -0.1 | -9.4% | -5.6% | -3.6% | -5.6%
CCOc1cccc(C(=O)Nc2ccc3oc(-c4ccc(C(C)(C)C)cc4)nc3c2)c1 | 0.0% | 4.6% | 20.6% | -2.1% | -7.4 | ? | 3.8% | -6.1% | 1.1%
CCc1cccc(C)c1NC(=O)COC(=O)c1c2c(nc3ccccc13)/C(=C\c1cccs1)CCC2 | 4.6% | 4.3% | -3.3% | -0.5% | 1.6 | -22.9% | 0.2% | -27.7% | -4.0%
Cn1cc(SCC(=O)Nc2ccc3c(c2)OCCO3)c2ccccc21 | 15.2% | 7.7%[57.1 µM] | ? | 2.8% | 3.0 | -24.1% | -6.0% | -15.7% | -2.3%
Cc1occc1-c1nnc(SCC(=O)Nc2ccc(F)cc2)n1C | 7.3% | 19.7% | 31.9% | -6.3% | -7.7 | -4.1% | 2.1% | 5.0% | -2.8%
Cc1nn(Cc2ccccc2)c(N)c1-c1ccccc1 | 7.1% | -1.9% | 20.4%[57.1 µM] | -2.7% | -0.1 | -9.1% | -0.1% | -26.8% | 2.4%
O=C(Nc1ccccc1-c1nnc(SCc2ccc(Cl)cc2Cl)o1)c1ccccc1 | 5.5% | 4.6% | -1.5% | -2.5% | -6.0 | 4.1% | 11.2% | -9.2% | -0.5%
C/C(=C\C(=O)c1ccc(Br)cc1)NNC(=O)c1ccccc1 | 6.8% | 11.6% | 19.5% | -3.0% | 8.7 | -11.7% | 0.0% | -1.2% | -4.1%
COC(=O)Nc1csc2c1NC(=O)CCCC2 | -7.4% | -12.1% | -7.7% | 0.2% | -13.4 | -14.0% | 5.7% | 7.1% | 1.3%
CC1(C)C(=Cc2ccccc2)C(=O)c2ccccc21 | 7.8% | / | / | 1.6% | -3.1 | -26.4% | -27.4% | / | -1.2%
CC(C)C[C@@H](CN)NC(=O)c1nc[nH]c1C(=O)N[C@@H](Cc1ccccc1)C(=O)CNC[C@H](C)NC(=O)c1nc[nH]c1C(=O)N[C@@H](CC(C)C)C(=O)O | 1.2% | 3.8% | 6.4% | -2.1% | 1.3 | -21.9% | -0.1% | -31.4% | 5.6%
CCn1cc(CN2CCCC(CNS(=O)(=O)c3cccc4cccnc34)C2)cn1 (stereo not drawn) | 0.9% | -1.3% | 0.4% | -3.2% | -2.5 | -8.3% | -17.7% | 4.9% | 0.8%
O=C(O)CCCCCNc1ccc2nsnc2c1[N+](=O)[O-] | 2.2% | -20.6% | -34.7% | -3.2% | 6.2 | -23.2% | -10.3% | -9.3% | 1.2%
C=CCN(C(=O)c1oc2c(Cl)cc(C)cc2c1C)C1CCS(=O)(=O)C1 (stereo not drawn) | 5.8% | -3.4% | 19.6% | 2.9% | -4.8 | -19.9% | 1.0% | -14.3% | 1.6%
CC(C)CNC(=O)C1CCN(S(=O)(=O)c2ccc3c(c2)OCCO3)CC1 | -2.9% | -0.1% | 9.0% | -1.4% | -7.0 | -18.8% | 10.4% | -3.0% | -0.1%
COc1cc(/C=C2\SC(=S)N(Nc3ccccc3)C2=O)ccc1O | -27.7% | -4.6% | -15.8% | 3.3% | 2.7 | -17.8% | ? | -42.2% | ?
COc1cc(NC(=O)CCc2c(C)nc3c(c(C)nn3-c3ccccc3)c2C)cc(OC)c1OC | 4.6% | 28.6% | 26.9% | -3.4% | 7.6 | -18.4% | 0.3% | -10.7% | -3.3%
COC(=O)c1ccc(Sc2ccc(F)cc2)c(N)c1 | 5.0% | 34.2%[activator] | 2.4% | 6.5% | 1.1 | -15.8% | -16.7% | -25.5% | 0.6%
O=C(NCCN1CCCCCC1)C1CCCN1S(=O)(=O)c1cccc2nsnc12 (stereo not drawn) | 6.2% | -0.9% | 2.0% | 0.8% | -1.7 | -12.4% | -2.1% | -2.6% | 1.5%
O=C1NC(=Nc2cccnc2)S/C1=C/c1ccc(F)cc1 | 18.0% | 5.1%[57.1 µM] | 18.1%[57.1 µM] | -2.2% | -5.7 | -6.5% | -3.9% | 5.1% | -5.6%
